Screening data: PubChem, The Scripps Research Institute Molecular Screening Center
KLK7 zymogen act = proKLK7 zymogen activators, primary screen, biochemical, fluorescence intensity. activation, % at 7 µM. 370,000 tested, 0.9% active. purified proKLK7, EDANS-DABCYL substrate fluorescence; 100% is mature enzyme control, 0% vehicle;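 active = activation above the mean of all tested compounds plus 3 SD, computed per campaign excluding outliers beyond control limits, cut at about 13% in these data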
LEDGF integ inh = blockers of LEDGF/p75-dependent integrase strand transfer – biochemical, TR-FRET, high throughput, primary screen; 370,000 tested, 0.64% active; inhibition, % at 3.7 µM; TR-FRET IN-LEDGF/p75 DNA integration, Eu/Cy5; HIV-1 integrase (with human LEDGF/p75);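 active = inhibition above the screen-wide mean plus 3 SD, cut at about 13% in these data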;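 note: signal is the Cy5 over europium emission ratio at 671 and 618 nm; 0% = plate median of compound wells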
DDE Tn6 FP inh = inhibitors of Tn6 peptide binding to fibrin DD(E), primary screen, biochemical, fluorescence polarization, human fibrin, Tn6 probe; Fibrinogen beta chain (Homo sapiens), P02675; Fibrin DD(E) TRITC-Tn6 fluorescence polarization displacement; inhibition, % at 8.3 µM; 370,000 tested, 0.21% active; AID 720509, 2013;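 active = inhibition above a per-campaign cutoff: mean of compounds within control limits plus 3 SD, cut at about 15% in these data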;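 note: 0% = median of all compound wells on the plate and 100% = blocking peptide control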
ADAM17 inh = ADAM17 inhibitors, primary screen, biochemical, QFRET | Disintegrin and metalloproteinase domain-containing protein 17 (Homo sapiens), P78536 | recombinant ADAM17, EDANS/DABCYL FRET peptide cleavage | inhibition, % at 6.95 µM | 370,000 tested, 0.83% active | AID 720648, 2013;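 active = inhibition above the mean of compounds lying between control limits plus 3 SD, set per campaign, cut at about 8.5% in these data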;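 note: 0% = DMSO-only wells as the low control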
TDP2 absorb = human TDP2 enzyme inhibitors, primary screen, biochemical, epi absorbance, recombinant enzyme | Tyrosyl-DNA phosphodiesterase 2 (Homo sapiens), O95551 | T5PNP hydrolysis, p-nitrophenol absorbance 415 nm | AID 720702, 2013 | inhibition, % at 12.8 µM | 370,000 tested, 0.34% active;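 active = inhibition above the mean of all tested compounds plus 3 SD, set per campaign, cut at about 25% in these data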;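 note: 0% = DMSO with enzyme and 100% = buffer with substrate but no TDP2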
Target sequence (O95551 whole entry, looked up): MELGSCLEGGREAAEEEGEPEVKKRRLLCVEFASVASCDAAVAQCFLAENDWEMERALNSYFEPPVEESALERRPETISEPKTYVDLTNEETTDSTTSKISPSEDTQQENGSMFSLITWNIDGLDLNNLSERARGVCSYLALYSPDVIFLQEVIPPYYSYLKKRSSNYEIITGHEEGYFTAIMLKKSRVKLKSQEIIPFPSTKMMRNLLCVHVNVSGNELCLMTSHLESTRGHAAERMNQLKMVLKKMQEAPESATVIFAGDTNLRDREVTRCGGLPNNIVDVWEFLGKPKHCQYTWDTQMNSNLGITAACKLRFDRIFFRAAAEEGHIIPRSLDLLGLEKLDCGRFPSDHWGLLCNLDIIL
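Assay system: recombinant human TDP2 / Reagent: T5PNP substrate at 5 mM, a TopII-DNA adduct mimic / Measured by: epi absorbance from released p-nitrophenol / Evaluation: % inhibition relative to enzyme-containing and enzyme-free wells / Control set: enzyme-free and DMSO wells / Replicates: each compound tested once, singlicate / Schedule: enzyme reaction with compound for 2 h at 37 °C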
Tn7 DDE FP = inhibitors of Tn7 peptide binding to fibrin DD(E), primary screen, biochemical, fluorescence polarization, human fibrin, Tn7 probe | Fibrinogen beta chain (Homo sapiens), P02675 | FP displacement of FITC-Tn7 peptide from fibrin DD(E); 0% = median of compound wells per plate | inhibition, % at 8.3 µM | 370,000 tested, 0.13% active;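 active = inhibition above the mean of compounds falling within the control limits plus 3 SD of them, cut at about 14% in these data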;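 note: 0% = plate median of compound wells and 100% = 10 µM Aha-Tn7 peptide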
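Measure: % inhibition scaled between sample-field median and high-control FP; Test system: human fibrin DD(E); Quantity: 2 µM final DD(E) protein; Doses: one dose, 8.3 µM nominal; Schedule: compound with protein 10 min, then 3 h after probe, room temperature; Detection: fluorescence polarization; Medium: Tris buffer with calcium and detergent, pH 7.8.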
ADAM10 inh = human ADAM10 inhibitors, primary screen, biochemical, QFRET, HTS | Disintegrin and metalloproteinase domain-containing protein 10 (Homo sapiens), O14672 | recombinant ADAM10, EDANS/DABCYL FRET peptide cleavage, 3 h | inhibition, % at 7 µM | 370,000 tested, 0.62% active;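 active = inhibition above a per-campaign cutoff equal to the mean of compounds falling between control-based bounds plus 3 SD, cut at about 20% in these data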;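 note: 0% = DMSO wells while the 100% control is not disclosed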
Target sequence (O14672 214-748 limits assumed): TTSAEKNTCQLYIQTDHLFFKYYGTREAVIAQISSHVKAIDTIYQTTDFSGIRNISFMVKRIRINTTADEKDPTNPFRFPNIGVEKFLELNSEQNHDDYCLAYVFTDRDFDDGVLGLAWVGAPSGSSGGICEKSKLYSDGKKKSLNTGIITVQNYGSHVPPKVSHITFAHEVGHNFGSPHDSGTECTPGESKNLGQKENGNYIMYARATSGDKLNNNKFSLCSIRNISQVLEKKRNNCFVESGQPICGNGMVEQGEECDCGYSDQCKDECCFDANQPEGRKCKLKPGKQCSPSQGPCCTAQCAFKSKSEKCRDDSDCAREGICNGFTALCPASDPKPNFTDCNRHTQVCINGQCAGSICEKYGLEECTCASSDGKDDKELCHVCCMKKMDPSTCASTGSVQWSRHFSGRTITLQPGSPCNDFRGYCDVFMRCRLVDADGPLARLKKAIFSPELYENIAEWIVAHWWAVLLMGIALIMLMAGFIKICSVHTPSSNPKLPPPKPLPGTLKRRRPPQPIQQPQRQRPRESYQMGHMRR
PLC-gamma1 inh = PLC-gamma1 enzyme inhibitors, primary screen, biochemical, fluorescence, purified enzyme | 1-phosphatidylinositol 4,5-bisphosphate phosphodiesterase gamma-1 (Homo sapiens), P19174 | fluorogenic substrate | inhibition, % at 12.2 µM | 370,000 tested, 0.84% active | AID 720700, 2013; in the data active = inhibition above about 9.5%
ARFGAP1 inhibitor = inhibitors of rat ARFGAP1 GAP activity, primary screen, biochemical, fluorescence polarization, GDP tracer; ADP-ribosylation factor GTPase-activating protein 1 (Rattus norvegicus), Q62848; Arfgap1-stimulated ARF1 GTP hydrolysis, GDP FP detection; 360,000 tested, 0.26% active; inhibition, % at 16.5 µM; AID 651572, 2012;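 active = inhibition above a per-plate limit, mean inhibition of low control wells plus 3 SD, cut at about 25% in these data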;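 note: 0% = DMSO wells with enzyme and 100% = wells lacking Arfgap1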
Target sequence (Q62848 1-136 limits assumed): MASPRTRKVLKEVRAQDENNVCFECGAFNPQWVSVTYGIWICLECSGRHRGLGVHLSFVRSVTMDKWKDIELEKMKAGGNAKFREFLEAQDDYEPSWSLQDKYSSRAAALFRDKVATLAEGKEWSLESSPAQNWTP
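system = rat Arfgap1 catalytic domain, aa 1-136 | technique = FP, GDP Alexa 633 tracer displaced from anti-GDP antibody, 620/688 nm | compound = one concentration, 16.5 µM, DMSO 1.26% | medium = HEPES-based buffer, pH 7.5 | timing = compound-enzyme preincubation 20 min, reaction 120 min, detection 60 min, 25 °C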
ASAP1 inh = inhibitors of human ASAP1 ArfGAP activity, primary screen, biochemical, fluorescence polarization | ASAP1-stimulated ARF1 GTP hydrolysis, GDP FP detection | inhibition, % at 16.5 µM | 360,000 tested, 0.19% active | AID 624377, 2012; in the data active = inhibition above about 25%;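 note: 0% = vehicle with enzyme and substrate and 100% = no enzyme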
Numbers without * were called inactive; . = not tested or not shown.

no.	KLK7 zymogen act	LEDGF integ inh	DDE Tn6 FP inh	ADAM17 inh	TDP2 absorb	Tn7 DDE FP	ADAM10 inh	PLC-gamma1 inh	ARFGAP1 inhibitor	ASAP1 inh	Molecule
1	0.0	6.3	-3.1	2.3	-8.6	-3.7	-1.5	5.9	4.8	3.9	CCOc1ccc(CCNC(=O)c2nnn(CC(=O)Nc3ccc(OC)c(OC)c3)c2N)cc1OCC
2	0.3	-0.9	4.9	0.3	-1.0	-0.8	-9.9	-5.6	-8.5	-2.7	Cc1ccnc(N2C(=O)c3ccccc3C2O)c1 (centres undefined)
3	0.7	-3.5	1.3	0.4	2.6	1.1	-0.8	-1.4	9.5	10.9	CC1(C)CC(=O)c2c(O)cc(OCC(=O)N3CCN(c4ccc(F)cc4)CC3)cc2O1
4	-0.8	3.3	-3.1	10.5*	-13.1	-11.0	14.3	10.7*	4.2	5.0	N/C(=N\N=C\c1ccc(O)cc1)c1nonc1N
5	-0.1	-0.8	4.8	-0.1	1.8	-9.4	4.4	3.0	10.3	-6.1	Cc1ccc(CNC(=O)c2cnc(-c3ccccn3)nc2C(F)(F)F)cc1
6	-0.7	-3.7	-0.1	-0.7	7.9	-2.1	-0.9	2.1	14.9	-3.8	O=[N+]([O-])c1ccc(N2CCN(S(=O)(=O)c3ccccc3)CC2)cc1
7	0.1	-5.7	-6.9	-4.2	8.4	-4.1	3.1	-2.3	-4.6	6.5	C=CCN1CCN(C(CC(C)C)c2nnnn2CCOC)CC1 (centres undefined)
8	0.1	1.1	-7.2	4.7	12.7	-4.4	7.8	-3.3	6.8	-4.6	CC1=C(C(=O)OC2CCCCC2)C(c2ccc(O)cc2)NC(=O)N1 (centres undefined)
9	-0.1	-5.0	-1.9	2.2	2.5	-0.8	-8.8	3.4	2.9	1.9	CC1Cc2ccccc2N1C(=O)COC(=O)c1cccc(Br)c1 (centres undefined)
10	0.1	-1.5	5.2	-3.5	-8.7	2.6	-2.2	-8.7	-11.2	-13.5	CC(=O)c1ccc(OCc2cc(C(=O)N(C)Cc3nc4c(C)cccc4[nH]3)no2)cc1
11	0.3	3.0	-4.4	2.5	-8.2	-1.6	3.0	1.3	-0.3	11.7	O=C(N/N=C/C=C/c1ccccc1)NC1CCCCC1
12	0.2	-4.8	-0.5	0.6	-14.0	-4.4	4.6	3.0	6.6	14.7	Cc1cccc(C)c1OCC(=O)Nc1ccc(N2CCOCC2)cc1
13	-0.3	1.1	-10.0	4.2	-2.3	-5.5	8.9	-3.7	-3.9	14.3	COC(=O)[C@@]1(Cc2ccc(OC)cc2)[C@H]2c3cc(C(=O)N4CCCC4)n(Cc4ccsc4Br)c3C[C@H]2CN1C(=O)c1ccccc1
14	0.1	-0.1	0.3	-1.6	-4.7	-7.0	3.6	3.3	9.2	0.0	O=C(CN1C(=O)CCS(=O)(=O)c2ccccc21)NCc1ccccc1
15	-0.6	-2.4	7.6	2.2	-2.7	-1.6	-9.0	0.6	-5.5	5.8	Cc1cc(=O)n2nc(N3CCCC3C(=O)Nc3ccc(C(C)C)cc3)sc2n1 (centres undefined)
16	0.2	-0.6	4.7	-1.6	3.9	-4.7	-1.4	2.5	4.6	-11.0	O=C(CSc1ccccn1)Nc1nncs1
17	0.3	2.3	1.9	1.1	4.7	-1.6	8.8	2.6	3.3	-8.6	Cc1cc(C)cc(OCC(=O)NNC(=O)CN2C(=O)c3ccccc3C2=O)c1
18	0.2	-2.2	4.5	1.5	6.1	-3.1	-3.8	2.3	-1.1	-6.5	CCOc1cc(/C=C(\C#N)C(N)=O)ccc1OS(=O)(=O)c1ccccc1
19	-0.3	0.3	-12.9	9.2*	-5.2	2.7	29.3*	1.8	4.0	14.3	OC(c1cccc(Cl)c1)c1ncc(-c2cccc(C(F)(F)F)c2)[nH]1 (centres undefined)
20	-0.2	-3.4	-7.2	-5.7	1.0	2.0	2.1	-1.4	5.0	-3.4	O=C1Nc2cc(Cl)c(Cl)cc2N(O)N1c1cccc(Cl)c1
21	0.0	-3.0	6.5	-3.8	6.5	3.5	-4.6	-2.5	-2.0	-13.6	O=C(CN1CCN(C(=O)CCC(=O)N2CCC(c3ccccc3)=N2)CC1)Nc1ccc(F)cc1
22	0.5	7.7	0.9	1.3	-4.9	0.1	1.6	1.4	.	.	COc1cccc(N(C)C(=O)[C@@H](C2CC2)[C@@H](O)c2ccc(Cl)cc2)c1
23	-0.5	1.9	-5.1	-4.9	2.1	8.1	8.3	-5.6	-13.9	-8.2	O=C(CNC(=O)c1ccccc1Cl)N/N=C/c1ccc([N+](=O)[O-])s1
24	-0.1	0.2	1.7	3.2	-9.0	4.4	7.5	-4.0	-7.4	-7.0	C/C(=N\NC(=O)CSc1nc2ccccc2s1)c1ccco1
25	-0.6	1.1	1.8	-6.4	2.8	9.8	-7.8	-11.3	1.1	6.5	Cc1cnc2c(C(=O)O)cnn2c1
26	-0.3	1.6	-8.3	-5.1	-4.3	-8.9	-2.9	-0.1	-6.6	9.6	COc1ccc(N2CCN(C(c3nnnn3CCc3ccccc3)C(C)C)CC2)cc1 (centres undefined)
27	0.2	7.8	-3.2	0.9	2.0	-3.1	1.4	5.4	7.5	7.4	C[C@H]1CN([C@@H](C)CO)C(=O)CCCn2nncc2CO[C@@H]1CN(C)Cc1cccc2c1OCCCO2
28	-0.8	-0.7	-2.4	0.2	8.4	-2.1	3.2	-0.6	-0.3	5.9	COc1ccccc1N1C(=O)S/C(=C\c2ccc(C)s2)C1=O
29	1.0	0.8	-0.1	-1.8	10.9	-4.2	2.3	0.5	-3.9	6.4	N#CC(c1ccccc1)c1cnccn1 (centres undefined)
30	0.3	-2.8	4.8	-4.7	4.6	0.9	-5.1	-1.1	-25.2	-17.9	O=C(NCCN1CCNC1=O)C1CCC(=O)N(CCc2ccccc2)C1 (centres undefined)

Brought forward from above: two compounds; new compounds follow.
no.	KLK7 zymogen act	LEDGF integ inh	DDE Tn6 FP inh	ADAM17 inh	TDP2 absorb	Tn7 DDE FP	ADAM10 inh	PLC-gamma1 inh	ARFGAP1 inhibitor	ASAP1 inh	Molecule
29	1.0	0.8	-0.1	-1.8	10.9	-4.2	2.3	0.5	-3.9	6.4	N#CC(c1ccccc1)c1cnccn1 (centres undefined)
30	0.3	-2.8	4.8	-4.7	4.6	0.9	-5.1	-1.1	-25.2	-17.9	O=C(NCCN1CCNC1=O)C1CCC(=O)N(CCc2ccccc2)C1 (centres undefined)
31	0.3	-5.2	4.4	-2.3	2.5	-0.5	-6.3	3.7	16.6	-19.9	Cc1cccc(NS(=O)(=O)c2ccc(C)c(C(=O)NCc3ccncc3)c2)c1
32	.	-3.0	-2.4	0.8	-7.0	-6.6	2.1	1.1	.	.	NC(=O)C1CCN(c2nc(-c3ccc4c(c3)OCCCO4)cs2)CC1
33	0.1	0.1	3.2	-2.1	10.4	-1.3	5.2	-1.9	17.9	-4.5	Cc1cccc(OCC2=N/C(=C\N(C)C)C(=O)O2)c1
34	7.6	0.2	-2.3	-84.6	-3.2	8.9	-296.4	-22.0	-7.1	6.2	Cc1cc(=O)oc2cc(OCC(=O)OC(C)C(=O)Nc3ccc(S(N)(=O)=O)cc3)ccc12 (centres undefined)
35	0.0	-0.5	5.7	-3.9	2.9	3.2	-0.4	1.0	1.0	4.8	CC(C)(C)[C@H]1C=C(C(=O)O)O[C@@H](OCc2ccc(CO)cc2)C1
36	0.1	-0.4	-1.9	-2.2	5.2	-5.2	-4.1	-2.4	-0.1	0.1	COc1ccc(NC(=O)/C(C#N)=C/c2c(C)nn(-c3ccc(F)cc3)c2Cl)cc1OC
37	-0.2	1.1	-4.1	5.4	-16.1	-8.9	13.1	6.3	15.8	11.5	O=C(CNC(=O)Cc1ccccc1)N=Nc1c(O)n(Cc2ccc3c(c2)OCO3)c2ccccc12
38	0.1	3.1	7.5	4.1	0.1	1.9	1.1	1.4	13.3	7.3	CCCc1nc2c(c(=O)c3ccccc3n2C)c(=O)n1-c1ccc(F)cc1
39	-11.8	2.3	-2.7	-37.0	-1.9	0.3	-106.1	-85.5	3.1	9.4	CCN1CCCC1CNC(=O)c1ccc2c(=O)n(CCOC)c(=O)[nH]c2c1 (centres undefined)
40	0.1	-3.3	3.8	-0.5	12.4	2.9	-4.8	-0.2	.	.	COc1ccccc1CCC[C@@H](CCS(=O)(=O)C(C)C)CC1CCCCC1
41	0.3	-2.9	6.2	0.5	3.9	0.6	-9.5	1.9	9.1	-10.1	COC1=CC(=O)C=C(OC)C1(O)CC(C)=O
42	0.9	-1.0	-3.5	4.8	-2.8	0.3	3.2	-47.0	13.2	2.8	O=C(N/N=C/c1ccc2c(c1)OCO2)c1ccc2ccccc2n1
43	0.6	0.4	-8.9	-2.0	-5.6	2.2	-4.4	-1.7	11.6	-5.6	CC(C)(C)NC(=S)N1CCC2CC1c1cc(-c3ccc4c(c3)OCO4)ccc12 (centres undefined)
44	-0.8	-0.3	5.4	-3.9	4.6	-5.7	0.2	-5.7	-6.9	-4.5	CC(C)(C)NC(=O)Cn1cnc2cc([N+](=O)[O-])ccc2c1=O
45	0.4	-1.7	-4.6	-1.1	-2.1	-0.2	-0.2	-2.3	-1.3	0.0	O=C(Nc1ccc(C(=O)O)cc1)/C(=C\c1ccc2c(c1)OCO2)NC(=O)c1ccc(Br)cc1
46	0.1	0.5	-0.6	-2.5	15.3	-5.6	0.3	1.7	0.1	0.8	O=C(COC(=O)CCc1nc2ccccc2c(=O)[nH]1)Nc1ccc(N2CCOCC2)cc1
47	-0.5	1.3	-4.6	-1.8	-3.4	-2.9	1.1	2.8	2.0	3.0	Cc1ccc(C(=O)NNC(=O)C2CCN(Cc3ccc(Cl)c(Cl)c3)CC2)cc1
48	0.8	2.1	5.1	-4.5	3.1	-1.7	-7.0	-2.3	-2.8	6.0	N#Cc1sc(=O)[nH]c1Cl

Not a hit list. Share with any hit: about 4.2%.
